Compound activity: PubChem BioAssay, several laboratories
NOD1 NF-kB reporter: inhibition of NOD1-driven NF-kB reporter – cell-based, luminescence, uHTS, primary screen (AID 1578); NOD1-driven NF-kB luciferase reporter cells, luminescence; higher % means a stronger effect; inhibition, % at 4 µM, or EC50 in µM where a hit was titrated; 290,000 tested, 1% active; in the data active = inhibition mostly above about 36%, no sharp cut-off; inactive = mostly below about 34%;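 also: HEK-293T reporter cells stimulated with the NOD1 agonist gamma-tri-DAP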
KOR beta-arrestin-1: KOR antagonists, beta-arrestin recruitment, cell-based, luminescence, uHTS (AID 1778). inhibition, % at 10 µM, or IC50 in µM where a hit was titrated. 290,000 tested, 0.091% active. KOR beta-arrestin recruitment, luminescence, antagonist mode; higher % means a stronger effect; also: strong numbers were not always called active
T cell HTS: T cell immune modulation candidate. AID 2052. calls only at 7 µM. 330,000 tested, 0.068% active. 2C CD8+ T cell-vesicle binding, flow cytometry; stronger effect = lower value;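 active = response, share of CD8 T cells binding vesicles, and their 90th percentile fluorescence all below set limits, cut at about 80% in these data, passing the limit was not always enough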
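Benchmarks: naked versus QL9-loaded vesicles / Assay system: purified 2C TCR transgenic mouse naive CD8+ T cells / Technique: high-throughput flow cytometry with anti-B7-1 and anti-CD8 staining / Timing: Cell–vesicle co-incubation 1.5 h at 37 °C, staining 20 min on ice / Read-out: percent CD8+ FL2 mean versus row control / Probe or stimulus: QL9-loaded Drosophila micro-vesicles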
NOD2 inhibition: NOD2 signaling inhibitors, cell-based, luminescence, uHTS, HEK293 (AID 1566); HEK293 NOD2/NF-kB luciferase reporter, luminescence; higher % means a stronger effect; 290,000 tested, 0.63% active; inhibition, % at 4 µM, or EC50 in µM where a hit was titrated; also: many of its hits are not listed in these tables
GPR55 antagonists: GPR55 antagonists blocking LPI-driven arrestin recruitment, primary screen, imaging, U2OS, beta-arrestin-GFP, LPI agonist (AID 2013). 290,000 tested, 0.13% active. U2OS GPR55 beta-arrestin-GFP translocation imaging, LPI antagonism; higher % means a stronger effect. inhibition, % at 10 µM; hits with a dose series show IC50 in µM;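 active = spots per cell inhibited over 60%, with over 100 cells counted and total cytoplasm intensity under 500,000; inconclusive = wells with under 100 cells, flagged as likely toxic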;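 also: U2OS cells stably carrying GPR55 and arrestin-GFP stimulated by 5 µM LPI near EC80; imaged beta-arrestin-GFP aggregate spots per cell after agonist stimulation; plate controls were LPI-stimulated DMSO wells for no effect and DMSO wells without LPI for full effect; some results filed as inactive read as strong as hits; confirmed hits need IC50 under 10 µM and bright autofluorescent wells are also inconclusive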
GPR55 beta-arrestin: selective activators of receptor GPR55 – imaging, U2OS cells, beta-arrestin-GFP redistribution, primary screen (AID 1961). U2OS GPR55 beta-arrestin-GFP redistribution imaging; higher % means a stronger effect. one-dose activation, % at 10 µM; EC50 in µM for titrated hits. 290,000 tested, 0.048% active;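 active = activation above 40% with more than 50 cells counted in the well; inconclusive = wells holding fewer than 50 cells, flagged as toxic or sparse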;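 also: U2OS osteosarcoma cells stably expressing GPR55 and beta-arrestin-GFP; plate controls were DMSO negative control for no effect and LPI positive control for full effect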
NTR1 agonist: NTR1-driven beta-arrestin-GFP spot formation – imaging, U2OS cells, high content, primary screen (AID 493036). P30989. agonist mode. activation, % at 20 µM. 330,000 tested, 0.17% active;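 active = activation at or above 40% of the spot to cytoplasm intensity ratio, with at least 20 cells analyzed; inconclusive = wells under 20 cells, flagged as cytotoxic or low count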;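 also: 0% = DMSO without peptide and 100% = 100 nM NTR1 peptide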
Target sequence (P30989 whole entry, looked up): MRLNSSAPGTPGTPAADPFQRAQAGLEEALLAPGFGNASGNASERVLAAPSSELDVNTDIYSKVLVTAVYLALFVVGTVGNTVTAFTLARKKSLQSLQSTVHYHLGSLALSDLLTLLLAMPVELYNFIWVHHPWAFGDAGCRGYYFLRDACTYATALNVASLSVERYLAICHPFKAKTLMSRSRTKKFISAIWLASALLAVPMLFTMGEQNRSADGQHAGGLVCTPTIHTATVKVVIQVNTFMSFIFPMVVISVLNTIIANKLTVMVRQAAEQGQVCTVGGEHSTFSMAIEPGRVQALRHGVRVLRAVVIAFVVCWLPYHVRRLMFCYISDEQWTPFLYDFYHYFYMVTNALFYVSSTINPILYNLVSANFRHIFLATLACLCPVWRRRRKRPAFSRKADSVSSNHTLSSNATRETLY
Myeloid diff 2: promotes myeloid progenitor differentiation; ER-HoxA9 myeloid progenitors, lysozyme-GFP differentiation, flow cytometry; calls only at 10 µM; 360,000 tested, 1% active; AID 624256;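 active = normalized GFP-positive differentiation at or above the plate's own cutoff, the solvent-only control mean plus 3 SD; inconclusive = no clear call, values can overlap the other calls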;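 also: cells exposed to compound for four days before flow analysis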
KOR beta-arrestin-2: kappa opioid receptor activators – cell-based, luminescence, uHTS, primary screen (AID 1777). 280,000 tested, 0.02% active. KOR beta-arrestin recruitment, luminescence; higher % means a stronger effect. one-dose activation, % at 10 µM; EC50 in µM for titrated hits; in the data active = activation above about 50%, passing the limit was not always enough; also: a part of the inactive calls stands beside numbers as strong as those of hits
T cell HTS vesicle-bound %: also measured in T cell HTS; calls as there; double positive events, %; measured here: CD8+ vesicle-bound cell fraction;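 binding gate set so that unloaded-vesicle control wells show 10% double positive cells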
NTR1 agonist cell count 20 µM: second read-out of NTR1 agonist, no call of its own (marks repeat the call); cell count; measured here: cell count, cytotoxicity flag
Myeloid diff 2 GFP+ MAC1+ %: also measured in Myeloid diff 2; calls as there; GFP+ MAC1+ double positive, %; measured here: differentiation confirmed by MAC1 staining
Numbers without * were called inactive; i = inactive; ? = inconclusive; . = no result given; [ ] = another dose, or the depositor's remark. Rule as the data show it, unless noted: active = inhibition above about 50%; inactive = the rest.

Start of the data: the first 4 compounds as a preview:
entry	Compound	T cell HTS vesicle-bound %	NOD1 NF-kB reporter	KOR beta-arrestin-1	Myeloid diff 2	T cell HTS	GPR55 antagonists	NOD2 inhibition	KOR beta-arrestin-2	GPR55 beta-arrestin	Myeloid diff 2 GFP+ MAC1+ %	NTR1 agonist	NTR1 agonist cell count 20 µM
1	O=C(NCc1ccccc1Cl)c1ccc(NC2=NC3CS(=O)(=O)CC3S2)cc1 (configuration not stated)	34	0%	-16%[20 µM]	i	i	16%	1%	.	-0.1%	2.6	-1.4	87
2	COc1cccc(C(=O)C2CCCN(Cc3cccn3-c3cccnc3)C2)c1 (configuration not stated)	45	-23%	-10%	i	i	6%	19%	-1.1%	0.0%	0.4	-1.0	91
3	COc1ccc(/C=N/NC(=O)CN(c2ccc(OC)cc2)S(=O)(=O)c2ccccc2)cc1	28	-2%	-2%	i	i	-12%	6%	-3.1%	0.8%	0.1	1.1	95
4	CCOC(=O)C1CCN(C(=O)/C=C/c2cccs2)CC1	38	-36%	-23%	i	i	17%	-18%	-6.7%	0.8%	0.5	1.5	50

This part in full, from the first entry:
entry	Compound	T cell HTS vesicle-bound %	NOD1 NF-kB reporter	KOR beta-arrestin-1	Myeloid diff 2	T cell HTS	GPR55 antagonists	NOD2 inhibition	KOR beta-arrestin-2	GPR55 beta-arrestin	Myeloid diff 2 GFP+ MAC1+ %	NTR1 agonist	NTR1 agonist cell count 20 µM
1	O=C(NCc1ccccc1Cl)c1ccc(NC2=NC3CS(=O)(=O)CC3S2)cc1 (configuration not stated)	34	0%	-16%[20 µM]	i	i	16%	1%	.	-0.1%	2.6	-1.4	87
2	COc1cccc(C(=O)C2CCCN(Cc3cccn3-c3cccnc3)C2)c1 (configuration not stated)	45	-23%	-10%	i	i	6%	19%	-1.1%	0.0%	0.4	-1.0	91
3	COc1ccc(/C=N/NC(=O)CN(c2ccc(OC)cc2)S(=O)(=O)c2ccccc2)cc1	28	-2%	-2%	i	i	-12%	6%	-3.1%	0.8%	0.1	1.1	95
4	CCOC(=O)C1CCN(C(=O)/C=C/c2cccs2)CC1	38	-36%	-23%	i	i	17%	-18%	-6.7%	0.8%	0.5	1.5	50
5	CCn1c(SCC(=O)N(C)Cc2ccc(OC)c(F)c2)nc2cc(S(N)(=O)=O)ccc21	40	-22%	-28%	i	i	11%	26%	-2.6%	-0.2%	2.1	0.8	56
6	CC(=O)c1ccc(OCCn2cnc3ccccc32)cc1	33	7%	4%	i	i	-12%	10%	-0.2%	0.1%	0.4	1.9	64
7	COC(=O)c1[nH]c(C)c(/C(O)=C2\C(=O)C(=O)N(CCN(C)C)C2c2cccc(OC)c2OC)c1C (configuration not stated)	54	-35%	-56%	i	i	-8%	-7%	0.9%	0.3%	4.9	0.0	73
8	COCCNC(=O)Cn1cc(/C=C(\C#N)C(=O)NC2CCCC2)c2ccccc21	19	27%	-21%[20 µM]	i	i	-13%	-2%	1.9%	-0.2%	0.9	2.7	60
9	CCC1COCCS(=O)(=O)N1Cc1ccccc1 (configuration not stated)	11	-24%	-26%[20 µM]	i	i	15%	-10%	0.6%	-0.2%	0.8	-5.2	76
10	O=c1[nH]c(C2CCN(S(=O)(=O)c3ccccc3)CC2)nc2c1nnn2Cc1c(F)cccc1Cl	30	0%	27%	i	i	12%	18%	-1.9%	-0.2%	0.2	11	42
11	Cc1cnc(C(=O)Nc2ccc(N3CCOCC3)cc2)cn1	42	-18%	-6%	i	i	1%	-4%	-6.2%	0.5%	6.0	-0.3	71
12	COC(=O)C(Cc1ccc(O)cc1)NC(=O)C(C)NC(=O)c1ccc(C(C)(C)C)cc1 (configuration not stated)	28	1%	-12%	i	i	-6%	-9%	-6.0%	0.3%	0.3	0.8	40
13	CN(C)/C=N/c1sc2c(c1C(N)=O)CCCC2	37	-24%	-16%	i	i	5%	-4%	-1.5%	0.5%	0.4	-0.8	48
14	CCn1ncc(Br)c1C(=O)Nc1cc(C)on1	.	21%	-28%	i	.	-7%	7%	2.8%	0.0%	1.2	0.3	69
15	CC1CCN(C(=O)CSc2nc3ccccc3s2)CC1	46	-66%	-23%	i	i	0%	-63%	5.3%	-0.1%	1.1	0.3	70
16	Cc1cc(C)cc(Oc2cc(NC(=O)c3cn(C)nc3C)cc([N+](=O)[O-])c2)c1	28	-50%	-18%	i	i	-5%	-13%	18%	-0.1%	0.3	7.3	56
17	Cc1c(C(=O)Nc2cc(S(=O)(=O)N3CCOCC3)ccc2N2CCOCC2)oc2ccccc12	46	-45%	-10%	i	i	1%	-3%	1.6%	6.1%	0.6	2.9	39
18	C/C(=N\NC(=O)CSc1nc2ccccc2o1)c1ccc(O)cc1	21	-19%	-21%	i	i	6%	-4%	-6.3%	-0.5%	0.4	-0.6	60
19	CCc1ccc(C2NC(=S)NC3=C2C(=O)CCC3)cc1 (configuration not stated)	44	4%	2%	i	i	1%	-14%	-1.0%	-0.5%	0.7	-0.4	50
20	Cc1ccc(C)c(Cn2ncc3ccccc32)c1	30	-8%	14%	i	i	4%	11%	-7.7%	-0.3%	0.5	-1.1	83
21	COc1ccc(S(=O)(=O)N2CCC(C(=O)NCc3ccncc3)CC2)cc1	28	-28%	-12%	i	i	6%	-2%	-2.0%	0.3%	2.0	-0.7	79
22	C=CCn1c(COc2ccc(F)cc2)nnc1SCC(=O)N1CC(=O)Nc2ccccc21	39	-14%	-6%	i	i	34%	-4%	-2.3%	0.2%	1.0	-2.6	46
23	CSc1nsc(SCC(=O)NCc2ccccc2)n1	61	-24%	2%	i	i	-16%	-5%	-4.0%	-0.2%	0.8	-0.8	65
24	Cc1ccc(CCN2CC(C(=O)NCCN(C)C)CC2=O)cc1 (configuration not stated)	44	-7%	8%	i	i	5%	-10%	-1.8%	0.0%	0.6	1.1	88
25	COCC(=O)NCc1nc2ccccc2[nH]1	59	-7%	11%	i	i	6%	-1%	-4.3%	-0.1%	0.6	0.8	74
26	CS(=O)(=O)c1ccc2nc(NC(=O)Cc3ccccc3)sc2c1	30	2%	20%	i	i	-4%	-20%	0.2%	-0.1%	2.5	-2.4	86
27	Cc1cccc(C)c1OCC(=O)Nc1cccc(C(=O)O)c1	26	-10%	-12%[20 µM]	i	i	2%	-67%	-7.0%	-0.1%	0.4	-1.1	33
28	Cn1nnnc1SCC(=O)N1CCN(C(=O)c2ccco2)CC1	15	-32%	6%	i	i	10%	6%	-3.7%	0.2%	0.2	-0.2	55
29	C/C(=N\N1CCN(Cc2ccc(Cl)cc2)CC1)c1ccc([N+](=O)[O-])cc1	22	1%	-12%	i	i	14%	3%	1.0%	1.1%	0.5	-0.2	49
30	Cc1cc(NS(=O)(=O)N(C)C)ccc1C(C)C	19	-38%	-30%	i	i	2%	8%	1.7%	0.2%	0.6	1.1	54
31	Cc1ccccc1/C=N/NC(=O)c1sccc1C	49	-62%	-9%	i	i	5%	-80%	-5.3%	-0.3%	0.4	3.2	74
32	NC(=O)C1CCN(CC(=O)Nc2nc(-c3ccccc3)cs2)CC1	60	-29%	-23%[20 µM]	i	i	1%	-5%	-5.9%	0.1%	0.5	0.7	50
33	O=C(N/N=C/c1cccnc1)c1cc(C2CC2)nc2ccccc12	26	-6%	4%	i	i	6%	9%	0.7%	1.3%	0.3	-0.4	40
34	O=c1cc(COc2ccccc2[N+](=O)[O-])nc2sccn12	37	5%	-7%	.	i	1%	-11%	0.2%	0.2%	.	1.1	52
35	Cc1ccc(S(=O)(=O)NNC(=O)c2ccc(F)cc2)cc1	51	-12%	-9%	i	i	-4%	6%	-4.3%	0.4%	0.7	-1.9	34
36	CCOc1ncccc1C(=O)OCC(=O)c1ccc(C)c(C)c1	35	-30%	25%	i	i	5%	-13%	-5.6%	-0.4%	0.3	0.2	61
37	O=C(N/N=C/c1c(O)ccc2ccccc12)c1[nH]ncc1Br	20	-34%	-59%	?	i	23%	10%	0.5%	-0.4%	.	2.8	76
38	Cc1oc(C(C)(C)C)c(CN2CCOCC2)c1C(=O)O	43	-20%	-10%	i	i	9%	8%	7.2%	0.2%	0.4	3.1	63
39	Cc1ccccc1N1C(=S)NC2c3ccccc3OC1(C)C2C(=O)N(C)C (configuration not stated)	45	-13%	-3%	i	i	6%	4%	-4.9%	0.1%	0.2	2.0	58
40	CCCN=C(C)C1=C(O)c2ccccc2C1=O	29	-23%	23%	i	i	1%	-34%	1.2%	-0.2%	0.1	-0.9	81
41	COc1cccc(NC(=O)C(NCC(C)(C)CN(C)C)c2ccccc2)c1 (configuration not stated)	29	1%	-22%	i	i	1%	7%	1.9%	0.0%	0.5	0.2	60
42	Cc1cccc(S(=O)(=O)c2c(N)n(/N=C/c3ccco3)c3nc4ccccc4nc23)c1	54	28%	-10%	i	i	0%	5%	-4.4%	-0.2%	0.5	6.5	56
43	CSc1nc(=S)n(Cc2ccccc2)c(C)c1C(C)=O	43	-19%	-11%	i	i	7%	14%	1.5%	0.9%	1.2	-3.0	63
44	COc1ccc(N(CC(O)Cn2nnc3ccccc32)S(=O)(=O)c2ccc(C)cc2)cc1 (configuration not stated)	39	-43%	-13%	i	i	-13%	-10%	-4.4%	-0.3%	1.3	1.7	49
45	Cc1c(NC(=O)c2ccccc2)c(=O)n(-c2ccccc2)n1C	21	-18%	-9%	.	i	-2%	8%	9.7%	-0.2%	.	-1.5	25
46	O=C(NCCSCc1ccco1)c1ccc(=O)[nH]c1	27	18%	-4%	?	i	7%	-32%	1.8%	.	.	0.9	50
47	CCN(CC)C(=O)C(C)OC(=O)COc1ccc(Cl)cc1Cl (configuration not stated)	36	-20%	13%	i	i	6%	13%	4.4%	0.1%	0.6	-0.3	42
48	O=S(=O)(NCc1ccco1)N1CCOCC1	2	-31%	20%	i	i	10%	11%	-4.2%	-0.1%	1.4	-0.6	61
49	CC(C)=C(NC(=O)c1ccccc1)C(=O)NCc1ccccc1	35	-8%	13%	i	i	3%	-7%	0.1%	1.4%	0.6	4.2	39
50	COc1ccc(OC)c(C(=O)N2CCC(CCC(=O)NC3CC3)CC2)c1	9	-14%	-26%	i	i	-6%	5%	-4.0%	-0.1%	1.2	-0.8	67

These rows are one share of the data, so the mix of outcomes need not match the whole.
